Screening data (PubChem BioAssay)
TAG inh: triacylglycerol accumulation inhibition. H9c2 cells, Nile Red lipid (TAG) fluorescence; cells loaded with 200 µM oleic acid. AID 651582. 230,000 compounds, 0.66% hits. inhibition, % at 12.5 µM;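 active = pattern-corrected inhibition of lipid staining of at least 50% with the nuclear-stain viability signal not falling by more than 50%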;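 note: 0% = DMSO wells and 100% = triacsin C control wells; some results filed as inactive read as strong as hits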
TAG inh DAPI viability: also measured in TAG inh; calls as there; DAPI nuclei signal change (viability), lower = more cytotoxic, %;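 whole-well DAPI fluorescence read on a plate reader as a viability signal; minus 50 percent equals half of cells still viable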
* hit, by the source's call. Only part of the results is shown. The share of hits here may be higher or lower than overall.

compound	TAG inh DAPI viability	TAG inh
COc1ccc(/C=N/NC(=O)c2nnn(-c3nonc3N)c2C)cc1OC	16	-9
CN(Cc1nc(-c2ccc3c(c2)OCO3)no1)CC1(N2CCOCC2)CCCCC1	7	-16
Cc1ccc(C(=O)NNC(=O)c2cccs2)cc1	-2	12
COC(=O)c1ccc(Cn2cnc3c(sc4nc(N5CCOCC5)c5c(c43)CCCC5)c2=O)o1	-10	24
CSc1ncccc1C(=O)OCC(=O)c1ccc(Cl)s1	-7	9
COCCn1cnnc1SCC(=O)Nc1sccc1C(N)=O	-8	-7
Cc1ccc(NC(=O)CSc2nnc(C3COc4ccccc4O3)o2)c(Cl)c1 (stereo unspecified)	9	-3
Cc1ccc(NC(=O)CC2NCCN(Cc3ccccc3)C2=O)cc1 (stereo unspecified)	3	0
O=C(CC1NCCc2ccccc21)Nc1ccc(Oc2ccccc2)cc1 (stereo unspecified)	-4	8
CC(C)NC(=O)N(C)C[C@H]1Oc2ccc(NC(=O)Cn3cnnn3)cc2C(=O)N([C@H](C)CO)C[C@@H]1C	5	-2
CC(=O)Nc1ccc(SC[C@H](CC(C)C)N2CCN(CCc3ccccc3)CCC2=O)cc1	0	12
O=C(O)c1ccc(Nc2nc(-c3ccccc3)cs2)cc1	6	-15
CCN(CC(=O)Nc1c(F)cccc1F)C(=O)c1ccc(S(=O)(=O)N(CC)c2ccccc2)cc1	-7	-12
CCCC(=O)NCCCCNC(=O)CCC	0	-3
Cc1ccc(NC(=O)c2ncn[nH]2)cc1	-4	3
Cc1ccccc1C(=O)Nc1cc(NC(=O)c2ccccc2C)cc(C(=O)O)c1	5	3
COc1cccc(-c2cnc3c(NC(C)=O)cc(-c4ccccc4OC)cn23)c1	8	-6
COc1ccc(S(=O)(=O)N2CCOCC2)cc1NC(=O)CCNC(=O)c1ccc([N+](=O)[O-])cc1	6	10
COc1ccc(C(=O)/C=C/NCc2ccc(C)cc2)cc1	1	-8
CCCNC(=O)c1cc(C2CCCCN2C(=O)c2ccccc2)on1 (stereo unspecified)	-4	5
Cc1cccc(C)c1NC(=O)C1(N(Cc2ccco2)C(=O)CC2NC(=O)NC2=O)CCCC1 (stereo unspecified)	5	8
Cc1cccc(S(=O)(=O)N(C)C[C@@H]2OCc3cnnn3CCCC(=O)N([C@H](C)CO)C[C@H]2C)c1	3	-6
FC(F)(F)c1ccc2c(c1)NCC1CCCN21 (stereo unspecified)	-110	149
CN(C)c1ccc(C(=O)c2ccc(N(C)C)c3ccccc23)cc1	-17	-2
COc1ccccc1C(=O)OCc1nc(N)nc(Nc2ccccc2C)n1	-6	-9
O=C(Cn1c(SCC(=O)N2CCc3ccccc3C2)nc2ccccc21)NC1CCCC1	-10	17
O=C(NCCCN1CCCC1=O)c1ccc(NS(=O)(=O)c2cccc([N+](=O)[O-])c2)cc1	2	-1
O=C(c1oc2ccccc2c1CSCc1ccccc1)N1CCN(c2ncccn2)CC1	-16	19
CCOC(=O)c1sc(Nc2ccccc2Cl)nc1C	5	-11
CCc1ccc(S(=O)(=O)NCc2cn3c(C)csc3n2)s1	8	0
O=C(NCc1ccco1)C(c1ccco1)N(C(=O)Cn1nnc2ccccc21)c1ccc2c(c1)CCC2 (stereo unspecified)	-3	-1
CC(NC(=O)C1CCC1)c1ccccc1 (stereo unspecified)	-6	-27
COCCN(C(=O)CN1CCc2ccccc2C1)c1c(N)n(Cc2ccccc2)c(=O)[nH]c1=O	16	-13
CCCCn1c(N)c(N(CCOC)C(=O)c2cccc(OCc3ccccc3)c2)c(=O)[nH]c1=O	-2	-2
Cc1ccc(C(=O)NNC(=O)/C=C\C(=O)O)cc1	-10	4
O=S(=O)(Nc1ccc(-c2ccc3nncn3n2)cc1)c1cccc(F)c1	3	-12
CCN(CC)CCNC(=O)c1ccc(NC(=O)CC(NC(=O)c2ccccc2Cl)c2ccccc2)cc1 (stereo unspecified)	1	11
Cc1cc(C)c(S(=O)(=O)N2CCOC2CNC(=O)C(=O)NCCCN2CCCC2=O)c(C)c1 (stereo unspecified)	-1	11
COC(=O)C1(C)CN(S(=O)(=O)c2ccc(C)cc2)c2cc(OC)ccc2C1=O (stereo unspecified)	2	6
CC(=O)N1N=C2c3ccccc3CCC2C1c1cccs1 (stereo unspecified)	1	-12
CN(C)c1cc2c(c(N(C)C)c1)C(=O)c1ccccc1C2=O	-5	3
O=C(COc1ccccc1N1C(=O)c2ccccc2C1=O)c1ccc(Cl)cc1	3	-4
CC(C)C[C@@H](CN)NC(=O)c1nc[nH]c1C(=O)N[C@@H](C)C(=O)CNC[C@H](CC(C)C)NC(=O)c1nc[nH]c1C(=O)N[C@@H](Cc1ccccc1)C(=O)O	-4	-6
COc1ccc(NS(=O)(=O)c2cccc(C(=O)NNC(=O)c3ccc(C)o3)c2)cc1	-5	-10
CCn1nc(C(C)C(=O)O)c2ccccc2c1=O (stereo unspecified)	-7	1
COCCN(C(=O)COC(=O)CCc1ccccc1OC)c1c(N)n(Cc2ccccc2)c(=O)[nH]c1=O	-9	2
O=S(=O)(/N=S1\CC=CCN1S(=O)(=O)c1ccccc1)c1ccccc1 (stereo unspecified)	5	0
CC(C)(C)CC(=O)Nc1nc(C(N)Cc2ccc(C(F)(F)F)cc2)cs1 (stereo unspecified)	-15	17
O=C(CC(c1ccccc1)(c1ccccc1)c1ccccc1)N[C@@H](Cc1ccccc1)C(=O)O	7	-15
CC(C)NC(=O)CSc1nnc(COc2ccccc2Cl)o1	8	10
O=C(Cn1nc(Cc2ccncc2)c2ccccc2c1=O)N1CCc2ccccc2C1	-5	10
NS(=O)(=O)c1ccc(Nc2ccc([N+](=O)[O-])c3nonc23)cc1	2	5
CC(C)c1cc(C(=O)N2CCCC(C(=O)c3ccc4ccccc4c3)C2)on1 (stereo unspecified)	2	-6
O=C(Nc1cccc(C(=O)Nc2ccc(F)cc2F)c1)c1ccccc1	6	3
COc1cc(CCC(=O)Nc2nnc(-c3cccnc3)s2)cc(OC)c1OC	2	-2
O=C(Cc1ccc(Cl)cc1)c1ccc(O)cc1	-3	2
COc1ccccc1N(C)S(=O)(=O)c1ccc(Cl)c(C(=O)NC2=NCCS2)c1	-4	-2
O=C(O)c1ccc(-n2c(O)c(C=C3N=c4ccccc4=N3)sc2=S)cc1	4	9
O=C(c1ccc(Cl)c(S(=O)(=O)N2CCOCC2)c1)N1CCN(Cc2ccccc2)CC1	-7	8
Fc1cccc2sc(Nc3nc4cc5c(cc4s3)OCO5)nc12	35	14

Next section:
compound	TAG inh DAPI viability	TAG inh
CCOc1ccc(S(=O)(=O)NC2CCCC2)cc1C	-3	-7
CSc1nc(SCC(=O)O)c2c3c(sc2n1)COC(C)(C)C3	7	5
COc1ccc(OC)c(C2CC(=O)Nc3c2c(=O)[nH]c2ncnn32)c1 (stereo unspecified)	-10	5
O=C1OC(c2ccc(O)cc2)(c2ccc(O)cc2)c2ccccc21	7	-10
O=C1C2C(C(=O)N1c1ccccc1)N1CCCN1C2c1ccccc1 (stereo unspecified)	-13	15
O=C(N[C@@H](Cc1ccccc1)C(=O)OCc1ccccc1)c1nc[nH]c1C(=O)NC1CCNCC1	0	15
COc1ccc2oc(C(=O)NCCC(C)C)c(C)c2c1	-5	2
CC(C)CC1(C(=O)NCc2cc(F)cc(C(F)(F)F)c2)C=CCN1C(=O)c1ccccc1 (stereo unspecified)	-9	30
C=CCNC(=S)NNC(=O)C(CCC(C)C)CC(C)(C)O (stereo unspecified)	3	-22
CC(C)Cc1nnc(NC(=O)C2CSC3(C)CCC(=O)N23)s1 (stereo unspecified)	12	-6
CCOC(=O)c1c(-c2ccc(C)cc2)csc1/N=C/N(C)C	50	-8
O=C1CC(N2CCN(S(=O)(=O)c3ccccc3)CC2)C(=O)N1c1ccccc1 (stereo unspecified)	0	1
COC(=O)[C@H]1C2CCC(C(=O)OC)(CC2)[C@H]1C(=O)OC	1	1
Cc1ccc([N+](=O)[O-])c(C(=O)N/N=C/c2cccnc2)c1	0	-1
O=C(O)Cc1ccc(Nc2cnn(C34CC5CC(CC(CC(=O)O)(C5)C3)C4)c(=O)c2Cl)cc1	1	1
CN(C)C(=O)c1cc(F)ccc1Sc1cc(Cl)ccc1Cl	-9	-6
CN1CCN(NC(=O)Nc2cccc(F)c2)CC1	5	4
COCCCNCCCOc1ccc(Cl)cc1Br	4	3
CCOC(=O)C1(Cc2ccccc2C)CCCN(Cc2cn(C)nc2C)C1 (stereo unspecified)	1	4
COc1ccc(C)cc1NC(=O)CN1C(=O)c2ccccc2S1(=O)=O	-3	-1

Three entries from above, with values under each structure:
Every second line gives: TAG inh DAPI viability | TAG inh
CC(C)(C)CC(=O)Nc1nc(C(N)Cc2ccc(C(F)(F)F)cc2)cs1 (stereo unspecified)
  -15 | 17
O=C(CC(c1ccccc1)(c1ccccc1)c1ccccc1)N[C@@H](Cc1ccccc1)C(=O)O
  7 | -15
CC(C)NC(=O)CSc1nnc(COc2ccccc2Cl)o1
  8 | 10

The results go on.
compound	TAG inh DAPI viability	TAG inh
COc1ccc(/C=C2\C(=O)NC(=O)c3ccccc32)cc1OC	-15	30
CC1(C)CNC(=O)c2sc(NC(=O)CN3CCOCC3)nc2C1	-3	-14
CC(C)C#Cc1ccc2c(c1)O[C@@H](CN(C)S(=O)(=O)c1cn(C)cn1)[C@@H](C)CN([C@H](C)CO)S2(=O)=O	-9	-1
CCCCC1=CC2=C(c3ccco3)C(=O)C(C)(OC(=O)c3ccc(OC)cc3)C(=O)C2=CN1Cc1ccco1 (stereo unspecified)	0	-13
Cc1nc(CS(=O)(=O)c2ccc(Cl)cc2)sc1C(=O)O	8	2
C#CCOCCOCCOCCNc1nc(N2CCN(C(=O)CCCCCCCCCCNC(=O)[C@H](CCCCN)n3cc(C[C@@H](C)CC)nn3)CC2)nc(N2CCN(C(=O)CCCCCCCCCCNC(=O)[C@H](CCCN=C(N)N)n3cc(C[C@@H](C)CC)nn3)CC2)n1	11	1
Cc1nnc(C)n1/N=C/c1cc2ccccc2nc1Cl	-11	3
COc1ccc(C(=O)Nc2cc(S(=O)(=O)N3CCCCC3)ccc2C)cc1	-5	-5
CCN1C(=O)[C@H]2[C@H]3CN=C(SC)N3[C@@](Cc3ccccc3)(C(=O)OC)[C@H]2C1=O	0	-3
O=S(=O)(c1ccc(N2CCCC2)nc1)N1CCCC1	-1	-1
CC1(C(=O)O)C=CCN1C(=O)c1ccccc1 (stereo unspecified)	-3	-2
CCOc1ccc(CCNC(=O)C2=C(C)C(=O)OC23CCC(C)CC3)cc1OCC (stereo unspecified)	0	24
CCOCCCNC(=O)Cn1nc(-c2ccccc2)ccc1=O	2	3
COc1ccc(OC)c(/C=C/C(=O)OCC(=O)N2CCN(S(=O)(=O)c3ccc(C)cc3C)CC2)c1	2	-1
CCOc1ccc(CNC(=O)c2ccco2)cc1	-9	9
Cc1ccc(-c2ccc(/C=N\NC(=O)C3C(=O)NCC3c3ccccc3)o2)cc1Cl (stereo unspecified)	17	-4
Cc1ccccc1NC(=O)COc1coc(CN2CCN(c3ccccc3)CC2)cc1=O	7	-9
O=C(CNC(=O)c1ccc(-c2ccccc2)cc1)OCc1c(F)cccc1Cl	-4	-1
CC(=O)NC(=S)Nc1ccccc1N1CCCCC1	0	-5
CCCOc1ccc(NC(=O)C(=O)NCCCn2ccnc2)cc1	5	-3

Seven of the compounds above, with two lines to a compound:
Screens in order: TAG inh DAPI viability, TAG inh
> Cc1nnc(C)n1/N=C/c1cc2ccccc2nc1Cl
 : -11, 3
> COc1ccc(C(=O)Nc2cc(S(=O)(=O)N3CCCCC3)ccc2C)cc1
 : -5, -5
> CCN1C(=O)[C@H]2[C@H]3CN=C(SC)N3[C@@](Cc3ccccc3)(C(=O)OC)[C@H]2C1=O
 : 0, -3
> O=S(=O)(c1ccc(N2CCCC2)nc1)N1CCCC1
 : -1, -1
> CC1(C(=O)O)C=CCN1C(=O)c1ccccc1 (stereo unspecified)
 : -3, -2
> CCOc1ccc(CCNC(=O)C2=C(C)C(=O)OC23CCC(C)CC3)cc1OCC (stereo unspecified)
 : 0, 24
> CCOCCCNC(=O)Cn1nc(-c2ccccc2)ccc1=O
 : 2, 3

Remaining list, next part
compound	TAG inh DAPI viability	TAG inh
O=C(CSc1nnc(CNC(=O)c2ccc(F)cc2)o1)Nc1ccc2c(c1)OCCO2	-1	1
Cc1cccc(NS(=O)(=O)c2cccc(C(=O)N3CCN(c4ccccn4)CC3)c2)c1	0	-15
Cc1cccc(CCN2C(N(C)C)=NC[C@@H]2Cc2ccccc2)c1	4	9
Cn1ncc2c(NCCO)nc(Cl)nc21	4	11
COc1ccc(CNC(=O)c2cc(-c3ccncc3)nc3c(C)cc(C)cc23)cc1OC	11	7
O=C(COC(=O)COc1cccc(C(F)(F)F)c1)NC(=O)NC1CCCCC1	-8	22
Clc1cccc(Cl)c1CSc1nnc(-c2ccncc2)s1	1	-7
Clc1ccc(C2Nc3cccc4cccc(c34)N2)cc1	-6	19
CC(C)c1ccc(C(CC(=O)c2ccc(Cl)cc2)C(=O)O)cc1 (stereo unspecified)	4	-3
Cc1cc(C(F)(F)F)nc(-n2cc(-c3cccc(N)c3)nn2)n1	-3	9
Cc1sc2nc(-c3ccccn3)[nH]c(=O)c2c1-c1ccccc1	23	0
CC(C)C(OC(=O)c1ccccc1)c1nccc2ccccc12 (stereo unspecified)	2	-32
CCOc1ccc(/C=C2\SC(=S)N(CCC(=O)O)C2=O)cc1	4	6
COCCCn1c(=O)c2ccccc2n(Cc2cccc(C)c2)c1=O	6	-8
